Screens as filed in PubChem.
mcGAS MS inh – mouse cGAS inhibition by mass spec | AID 1259397 | 130,000 tested, 0.18% active | recombinant mouse cGAS, cGAMP by RapidFire MS | inhibition, % at 12.5 µM | Q8C6L5;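 active means inhibition of cGAS enzyme activity at or above 60%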;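 further: enzyme stimulated by 45 bp dsDNA with ATP and GTP substrates; cGAMP share of summed cGAMP plus half ATP and half GTP signals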
Target sequence (Q8C6L5 whole entry, looked up): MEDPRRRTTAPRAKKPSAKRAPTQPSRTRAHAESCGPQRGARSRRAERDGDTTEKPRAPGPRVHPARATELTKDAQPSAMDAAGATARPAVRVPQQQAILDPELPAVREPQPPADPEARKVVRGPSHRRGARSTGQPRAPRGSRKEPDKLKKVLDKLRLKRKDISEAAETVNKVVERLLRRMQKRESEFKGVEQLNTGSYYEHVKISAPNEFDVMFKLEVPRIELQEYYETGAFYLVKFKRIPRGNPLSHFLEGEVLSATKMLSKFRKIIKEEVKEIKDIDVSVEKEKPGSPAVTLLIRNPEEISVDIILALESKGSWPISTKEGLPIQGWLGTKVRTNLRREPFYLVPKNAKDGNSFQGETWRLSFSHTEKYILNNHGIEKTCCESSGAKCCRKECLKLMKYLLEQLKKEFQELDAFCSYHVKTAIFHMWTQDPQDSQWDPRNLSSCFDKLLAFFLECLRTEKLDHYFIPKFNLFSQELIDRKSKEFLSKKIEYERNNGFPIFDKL
* = called active by the depositor; & = joins results of further samples.

SMILES	mcGAS MS inh
CC1CCc2nc(/C(C#N)=C/c3ccc(O)cc3)sc2C1 (configuration not stated)	-1
Clc1ccc(SCCCNC2CCCC2)cc1	-1
O=c1cc(CN2CCCC(N3CCN(Cc4ccc5c(c4)OCO5)CC3)C2)[nH]c(=O)[nH]1 (configuration not stated)	34
CCc1nc2n(n1)C(O)c1cc(N)ccc1S2 (configuration not stated)	-6
CS(=O)(=O)Nc1ccc(C2=NN(C(=O)C3CCCCC3)C(c3cccc(F)c3)C2)cc1 (configuration not stated)	0
COc1ccc(Br)cc1S(=O)(=O)NCc1ccco1	10
CC(C)(C)n1ccc(C(=O)NC2CC(=O)N(Cc3ccccc3Cl)C2)c1 (configuration not stated)	-22
COc1ccccc1NC(=O)C1=C(C)N(CCC(C)C)C(=O)NC1c1cccc(F)c1 (configuration not stated)	3
O=c1cc(CS(=O)(=O)c2ccc(C3CCCCC3)cc2)nc2ccccn12	-7
O=C(NC1CCN(C(=O)c2cc(-c3ccccc3)n[nH]2)CC1)c1ccc2ccccc2n1	-4
COc1cccc(SCC(=O)Nc2cnc3n2CCCC3)c1	-25
Cc1nn(-c2ccc(Br)cc2)c2c(=O)ccccc12	-5
COCCN(Cc1ccccc1F)Cc1c(C)nc2ccc(Cl)cn12	-15
COc1ccc(C(C)(C)C)cc1S(=O)(=O)N1CCc2c(nc[nH]c2=O)C1	3
O=C1CCCN1c1ccc(C2=CSC3=NS(=O)(=O)CCN23)cc1	-1
COC(=O)C(C)n1cnc2c(nnn2-c2cccc(OC)c2)c1=O (configuration not stated)	6
Nc1cc(=O)[nH]c(SCc2ccc(Cl)cc2Cl)n1	-13
Cc1cc(NC(=O)CN(C)C(=O)c2[nH]c3c(c2C)C(=O)CC(C)(C)C3)no1	4
Cn1c(SCc2nc3ccccc3o2)nnc1-c1ccco1	-10
CCN(C(=O)CCc1csc(C)n1)C(C)c1ccc(F)cc1 (configuration not stated)	-8
Cc1cc(C)nc(NS(=O)(=O)c2ccc(N)cc2)n1	3
O=C(c1ccc2c(c1)OCO2)N1Cc2cnn(CCO)c2C1	-27
O=C(CSc1nnc(CNC(=O)c2c(F)cccc2Cl)n1-c1ccc([N+](=O)[O-])cc1)Nc1nc2ccccc2s1	0
CCCn1ccnc1-c1cccc(NC(=O)C2CCCOC2)c1 (configuration not stated)	-3
CC1(C(=O)NNC(=O)C2(C)CC2Br)CC1Br (configuration not stated)	-37
CN(Cc1ccc(C(=O)Nc2ccc3c(c2)CCC3=O)cc1)C1CCOCC1	-5
CCC(Nc1cccc(OC)c1)C(=O)N(C)Cc1n[nH]c2c1CCCC2 (configuration not stated)	-32
Cc1[nH]c(-c2ccccc2)nc1C(=O)N1CCc2c(ncnc2N(C)C)C1	-5
COc1ccc(Cl)cc1CN1C(=O)C(C)ON=C1c1ccco1 (configuration not stated)	-8
C=C1CCC2C(CC2(C)C)C(=O)CCC1O (configuration not stated)	-10
COc1ccc(Br)cc1-c1nnc2n(C)c3c(=O)n(C)c(=O)n(C)c3n12	-4
CS(=O)(=O)Oc1ccc(/C=C2/C(=N)N3N=C(C4CCCCC4)SC3=NC2=O)cc1	-2
COc1ccc(NC2CCCN(c3cnc4ccccc4n3)C2)cc1 (configuration not stated)	-12
O=C1c2ccccc2NC2(CCN(S(=O)(=O)c3cccs3)CC2)N1c1cccnc1	-4
c1cnc(SCc2nc(-c3cccs3)no2)nc1	0
Cc1nc(-c2ccc(Cl)cc2)c(N)c(N2CCSCC2)n1	-8
CCN(Cc1cccc(C)n1)Cc1nc(COC)no1	-17
CC(=O)N1N=C(c2ccncc2)OC1C(=O)N(C)CCNC(=O)C(F)(F)F (configuration not stated)	-9
c1ccc(CN2CCC(Nc3nncc(-c4cc5ccccc5o4)n3)C2)cc1 (configuration not stated)	-5
COc1ccc(S(=O)(=O)CCC(=O)N(CCN(C)C)c2nc3c(Cl)cccc3s2)cc1	-3
Cc1cc(Nc2ccc3c(n2)C(=O)N([C@H](C)C(=O)NCCCO)C3)n(C)n1	7
CCS(=O)(=O)c1ccc(O)c(NC(=O)c2cc(Cl)c(Cl)n2C)c1	2
CCOc1c(CC)cnc2c1c(=O)n(CC(N)=O)c(=O)n2C	7
Cc1ccc2nc(-c3ccc(NC(=O)c4cc(I)ccc4Br)cc3)oc2c1	-2
CN(/N=C/C=C/c1ccccc1)c1ccccn1	0
O=C(NCc1nnc2n1CCCC2)c1ccc(C2CCCO2)s1 (configuration not stated)	-7
Cc1nn(-c2cccc(Cl)c2)c(Cl)c1/C=N\N1C(C)CCCC1C (configuration not stated)	-2
c1ccc(CCN2CCC(NCc3ccccc3Cn3cccn3)C2)cc1 (configuration not stated)	-7
Cc1ccc(C(=O)N(Cc2ccccc2)CC2CCOCC2)o1	-2
Cc1cnc(NC(=O)c2cccc(CN3CCNC(=O)C3CCO)c2)s1 (configuration not stated)	2
The listing continues.
SMILES	mcGAS MS inh
NC(=O)CCCCC1CCSS1 (configuration not stated)	2
Cc1[nH]c2c(c1C(=O)N1CCCC3(CN(C)C(=O)O3)C1)C(=O)CCC2 (configuration not stated)	-26
Cc1nccn1-c1ccc(NC(=O)C2CCCN(Cc3ccc4nonc4c3)C2)cc1 (configuration not stated)	-11&-4
CCOC(=O)c1nn(-c2ccccc2)c(=O)cc1OCC(=O)Nc1cc(OC)cc(OC)c1	-2
COCCN(CC1CCCN(C2Cc3ccccc3C2)C1)C(=O)c1ccncc1 (configuration not stated)	-13
FC(F)(F)c1nc(Nc2cccc(-n3cnnn3)c2)c2ccccc2n1	-23
C=Cc1ccc(CN2C(=O)C(C)Oc3cc(Cl)ccc32)cc1 (configuration not stated)	-1
CC(=O)c1ccc(OCC(O)CN2CCCC3CCCCC32)cc1 (configuration not stated)	-2
O=S(=O)(CCc1ccccc1)c1ncn[nH]1	-7
O=C(c1ccc(Cn2cnnn2)cc1)N1CCCC(Nc2ccc3c(c2)OCO3)C1 (configuration not stated)	-3
CCOc1sc2nc(C)n(CC(=O)N(CC)CC)c(=O)c2c1C	13
O=C1CC(c2ccc(F)cc2)Sc2nc(C34CC5CC(CC(C5)C3)C4)nn21 (configuration not stated)	-10
CC(=O)c1cccc(NC(=O)C(C)N(C)Cc2cccc(Cl)c2Cl)c1 (configuration not stated)	-7
Cc1noc(Cl)c1CCC(=O)NC(CC(C)C)c1ccccc1 (configuration not stated)	-9
CNC(=O)CN1CCN(C(=O)C(C)=C(C)C)CC1	-23
Cc1cccc(C)c1OCc1cc(C(=O)N2CCN(Cc3nccn3C)CC2)no1	-4
Cc1nc(-c2ccccn2)[nH]c(=O)c1CC(=O)OC(C)c1ccc(F)cc1F (configuration not stated)	6
Cc1c(C(=O)NCc2ccc(Cl)c(Cl)c2)sc(=O)n1Cc1ccc(S(=O)(=O)N(C)C)cc1	4
O=c1c(-c2ccc(Cl)cc2)[n+]([O-])c2ccccc2n1OCc1c(F)cccc1F	-10
Nc1nc(Cl)cc(NCc2cc(-c3ccccc3)on2)n1	0

Given field by field: 4 of the compounds above.
CCOc1sc2nc(C)n(CC(=O)N(CC)CC)c(=O)c2c1C
  mcGAS MS inh: 13
O=C1CC(c2ccc(F)cc2)Sc2nc(C34CC5CC(CC(C5)C3)C4)nn21 (configuration not stated)
  mcGAS MS inh: -10
CC(=O)c1cccc(NC(=O)C(C)N(C)Cc2cccc(Cl)c2Cl)c1 (configuration not stated)
  mcGAS MS inh: -7
Cc1noc(Cl)c1CCC(=O)NC(CC(C)C)c1ccccc1 (configuration not stated)
  mcGAS MS inh: -9

Next records.
SMILES	mcGAS MS inh
CC(=O)C(C)Sc1nc2c(c(=O)n(C)c(=O)n2C)n1Cc1ccccc1Cl (configuration not stated)	-3
Cc1ccccc1C(=O)OC1CCCN(C)C1 (configuration not stated)	-3
CCC(C)Sc1ccc(NC(=O)C(C)S(=O)(=O)C(C)C)c(C)c1 (configuration not stated)	-15
O=C(c1cccc(-c2nc3ccccc3[nH]2)c1)N1CC[C@H]2CC[C@@H](C1)N2	-22
Cc1cc(/C=C/C(=O)N2CSCC2C(=O)N2CCCC2)c(C)n1-c1ccccc1 (configuration not stated)	5
CC1ON=C(c2ccco2)N(Cc2ccc(S(C)(=O)=O)cc2)C1=O (configuration not stated)	66*
Cc1ccc(S(=O)(=O)N(C)CC(=O)OC(C)C(=O)NC2CC2)cc1 (configuration not stated)	3
Cc1cc(C(O)c2ncc(-c3cccc(F)c3)[nH]2)ccc1F (configuration not stated)	-6
COc1ccc(CNc2nnc(SC(C)C#N)s2)cc1 (configuration not stated)	-21
FC(F)Sc1ccc(NC(=S)N2CCCC2)cc1	-9
Cc1noc(C)c1S(=O)(=O)NC(=O)C1(C)CCN1C(=O)Cc1ccc(Cl)cc1Cl (configuration not stated)	-4
COc1cc(CNC(=O)c2cccc3cccnc23)ccc1OC(F)F	2
O=C(Nc1ccnn1C1CCN(C(=O)c2ccc3c(c2)OCO3)CC1)C1CC1	-3
O=c1c2ccccc2nc(SCc2ccc([N+](=O)[O-])cc2)n1-c1cccnc1	-2
O=S(=O)(Nc1nc2ccccc2nc1-[n+]1ccccc1)c1cccs1	1
CCCCNc1c(N)n(CCC)c(=O)[nH]c1=O	-2
CCOC(=O)N1CCN(C2CCCN(C(=O)c3cc(C)nc(C)n3)C2)CC1 (configuration not stated)	-4
CCOC(=O)C(C)(C)c1ccc(OC)cc1	-5
CC(C)(C)S(=O)(=O)Cc1ccc(N)cc1	-4
Cc1noc(C)c1CN(C)Cc1nc[nH]c1C	-7

Reprinted at random: 2 entries already listed.
SMILES	mcGAS MS inh
O=C(Nc1ccnn1C1CCN(C(=O)c2ccc3c(c2)OCO3)CC1)C1CC1	-3
Cc1noc(C)c1CN(C)Cc1nc[nH]c1C	-7

Next part:
SMILES	mcGAS MS inh
CCOc1ccccc1-n1c(=O)[nH]c2c(C(N)=O)nc(-c3cccc(OC)c3)nc21	-6
Nc1cc(-c2cccc(C(F)(F)F)c2)nn1-c1ccc(C(=O)Nc2ccccc2)cc1	1
Cc1ccc(OCC(=O)n2cnnc2N)c(Br)c1	17
COc1ccccc1C(=O)C1CCCN(C(=O)Cc2cc(=O)oc3cc(C)ccc23)C1 (configuration not stated)	-15
Cc1ccc2ccccc2c1CN1CCN(c2ncnc3sc(C)c(C)c23)CC1	-4
Cc1nc2c(c(=O)[nH]1)CCN(C(=O)c1ncccc1O)C2	11
O=C(c1ccco1)N(Cc1cccs1)C1CCS(=O)(=O)C1 (configuration not stated)	10
O=C(NC1c2ccccc2CCC1n1ccnc1)c1cc(Cl)cc(Cl)c1 (configuration not stated)	-8
CCOC(=O)C1(Cc2ccccc2Cl)CCN(Cc2ccccc2O)CC1	-4
c1ccc(NC2CCCN(Cc3cccn3-c3ccccn3)C2)cc1 (configuration not stated)	-5

In the list so far, 7 have a furan ring, fused or not.
SMILES	mcGAS MS inh
COc1ccc(Br)cc1S(=O)(=O)NCc1ccco1	10
Cn1c(SCc2nc3ccccc3o2)nnc1-c1ccco1	-10
COc1ccc(Cl)cc1CN1C(=O)C(C)ON=C1c1ccco1 (configuration not stated)	-8
c1ccc(CN2CCC(Nc3nncc(-c4cc5ccccc5o4)n3)C2)cc1 (configuration not stated)	-5
Cc1ccc(C(=O)N(Cc2ccccc2)CC2CCOCC2)o1	-2
CC1ON=C(c2ccco2)N(Cc2ccc(S(C)(=O)=O)cc2)C1=O (configuration not stated)	66*
O=C(c1ccco1)N(Cc1cccs1)C1CCS(=O)(=O)C1 (configuration not stated)	10

New compounds follow.
SMILES	mcGAS MS inh
CCOC(=O)c1ccc(NC(=O)CSc2nnc(NC(=O)c3ccccc3)s2)cc1	-2
Cc1cccc(C(=O)N(CCN2CCOCC2)c2nc3c(F)cc(F)cc3s2)c1	-7
CCOc1cc(CNCc2ccccn2)ccc1O	-4
COc1ccccc1NS(=O)(=O)c1cccc(NC(=O)CC2CC3CCC2C3)c1 (configuration not stated)	1
c1cc(-c2ccc(SCCN3CCCCC3)nn2)ccn1	-11
Nc1ccn(C2O[C@H](CO)[C@@H](O)[C@@H]2O)c(=O)n1 (some centres not stated)	0
N#Cc1ccc(OCc2ccc(/C=N\NC(=O)C3CCCCC3)o2)cc1	-5
CO/N=C1/CN(c2nc3c(cc2F)c(=O)c(C(=O)O)cn3C2CC2)CC1CN (configuration not stated)	-2&1
COCCNC(=O)NC(=O)N(C1CCCCC1)S(C)(=O)=O	-1
COCCNC(=S)NN=Cc1ccsc1	-5
O=C(Cn1nnnc1CN1CCCC1)NCC1(N2CCOCC2)CCCC1	-2
CCOCCn1c(=O)c2c(nc3n2CCCN3c2cccc(Cl)c2)n(C)c1=O	0
COc1ccc(Cl)c2sc(N(CCCN(C)C)C(=O)c3ccno3)nc12	2
CCCc1nc(NC[C@@H]2CCCO2)c2cnn(C)c2n1	-14
CC(NS(=O)(=O)c1cc(C(=O)O)cs1)c1ccc(S(C)(=O)=O)cc1 (configuration not stated)	-1
Cc1nccc(CNS(=O)(=O)N(C)Cc2ccc(Cl)cc2)n1	-12
O=C(NN=Cc1ccc([N+](=O)[O-])o1)c1ccco1	17
O=C1CCC(c2ccc(NC(=O)c3cccc(Cl)c3)cc2)=NN1	-6
O=C1c2ccccc2C(=O)N1CCCCN(C(=O)Cc1ccccc1)c1ccc(Cl)cc1	-7
Cc1cc(C(=O)NC(CCn2cncn2)c2ccccc2)nc(C)n1 (configuration not stated)	-3
C=C(C)Cn1c(=O)c2c(nc3n(-c4ccc(C)cc4)c(C)cn23)n(C)c1=O	-8

An excerpt; the hit share may differ from the screen's.
